S3 lipid droplet = qHTS Assay for Lipid Storage Modulators in Drosophila S3 Cells; Drosophila S3 cells, BODIPY lipid droplet fluorescence, 18-24 h; cells fed with added oleic acid; lipid storage change, negative = inhibition, % at the top dose, mostly 46.1 µM; hits show Potency in µM; hit rate 0.64% among 320,000; AID 2685; active = well fitted inhibition curve with a large enough effect in the signal ratio, with a control signal flat, not every such curve was filed as active; inconclusive = small, poorly fitted or top-dose-only effect, or effect the other way, or a change in a side signal; the % refers to the signal ratio
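Drosophila S3 cells got compounds at several concentrations plus oleic acid (400 uM solution). Laser-scanning cytometry with 488 nm excitation read lipid droplets at 500-530 nm and cells at 575-640 nm. Percent activity was relative to 20 uM Triacsin C.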
S3 lipid droplet cell count max = further read-out of S3 lipid droplet, marked with its call; cell number change, %; measured here: cell count max response;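 cells counted by Cell Tracker Red CMTPX staining in the red channel; peak over a dose series mostly up to 46.1 µM; percent activity relative to internal control wells on each plate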
* hit, by the source's call; i = inactive; ? = inconclusive; / = no result given; [ ] = remark or other dose. % is set by controls: 0 for no effect and ±100 for the full control effect; potency is the fitted concentration of half-maximal effect.

item	canonical_smiles	S3 lipid droplet cell count max	S3 lipid droplet
1	Cc1ccc(C)c(OC2=NS(=O)(=O)c3ccccc32)c1	3	-16%
2	Nc1ccc(Oc2ccc3c(c2)C(=O)N(CC2CCCO2)C3=O)cc1 (stereo not drawn)	7	13%
3	Cc1ccc2nc(Nc3ccc(C)c(Cl)c3)c3nncn3c2c1	/	?
4	CC(C)(O)c1[nH]c2cc(F)ccc2c1C(C)(C)O	/	?
5	Cc1ccc(/C=N/NC(=O)CCCOc2ccc(Cl)cc2Cl)cc1[N+](=O)[O-]	/	?
6	COc1ccc2[nH]cc(CCNC(=O)c3ccc4ccccc4n3)c2c1	/	?
7	O=C(Nc1cccnc1)c1ccccc1F	/	?
8	CC(C)CCNS(=O)(=O)c1ccc(-c2ccc(S(=O)(=O)NCCC(C)C)cc2)cc1	/	?
9	COc1cccc(NC(=S)NC(=O)Cc2ccc(Cl)cc2)c1	/	?
10	O=C(CS(=O)(=O)c1ccccc1)Nc1nc(-c2ccc(F)cc2)cs1	/	0%
11	Cc1ccc(C2(C)NC(=O)N(CCOc3ccccc3)C2=O)cc1 (stereo not drawn)	-26	24%
12	C=C1CC[C@@]23CC[C@]4(C)[C@@](OC2=O)([C@@H]3C1)[C@H]1O[C@H]1C1[C@@]2(C)CC[C@H](O)C(C)(C)C2CC[C@]14C (stereo partly drawn)	1	-1%
13	COc1ccc(-c2cc(C(F)(F)F)nc(N3CCCCCC3)n2)cc1	6	-11%
14	O=C(NCCc1ccccc1)c1nc(-c2cccs2)no1	/	?
15	COc1ccc(OC)c(-n2c(=S)[nH]c3cc(C(=O)NCCCN4CCCC4=O)ccc3c2=O)c1	13	3%
16	C/C(=N\N1CCN(c2ccc(Cl)cc2)CC1)c1ccco1	/	i
17	COc1cc(C(=O)NC(=S)Nc2ccc(Cl)cn2)cc(OC)c1OC	/	?
18	COc1ccc(NC(=S)NNC(=O)OC(C)(C)C)cc1OC	/	?
19	Cc1c(CCC(=O)N[C@@H](CC(C)C)C(=O)O)c(=O)oc2cc3oc4c(c3cc12)CCCC4	/	?
20	O=C(NCCC(c1ccccc1)c1ccccc1)c1ccc(Br)o1	11	i
21	CC(=O)/C(=N\Nc1ccccc1)Sc1nncn1C	/	i
22	C=C(C)CCC1(C)NC(=O)N(c2ccccc2)N1 (stereo not drawn)	1	-1%
23	CCOc1cc(-c2noc(CCC(=O)NCCc3ccccc3)n2)ccc1OC	/	?
24	C[C@]12CCC(=O)C=C1[C@H](O)C[C@@H]1[C@@H]2[C@@H](O)C[C@@]2(C)[C@H]1CC[C@]2(O)C(=O)CO	/	?

Overlap with the part before: 2 compounds, then new ones.
item	canonical_smiles	S3 lipid droplet cell count max	S3 lipid droplet
23	CCOc1cc(-c2noc(CCC(=O)NCCc3ccccc3)n2)ccc1OC	/	?
24	C[C@]12CCC(=O)C=C1[C@H](O)C[C@@H]1[C@@H]2[C@@H](O)C[C@@]2(C)[C@H]1CC[C@]2(O)C(=O)CO	/	?
25	CCc1ccc(NC(=O)c2cnc(SC)nc2C)cc1	/	?
26	CCOc1cc(/C=C2\SC(=O)N(CC(=O)Nc3ccccc3F)C2=O)cc([N+](=O)[O-])c1O	/	?
27	C=CCN1CCN(C(=O)c2cc3c(s2)CCCC3)CC1	/	?
28	CN1C(=O)c2cccc(NC(=O)CCc3ccccc3)c2C1=O	-10	-11%
29	COc1ccc(C)cc1NC(=O)COCC(=O)O	/	?
30	CC(=O)Nc1ccc(NS(=O)(=O)Cc2ccccc2)cc1	/	?
31	COc1ccc(C2(NC(C)=O)CCN(C(=O)c3ccco3)CC2)cc1	2	6%
32	Cc1ccc(NC(=O)CCn2c(=O)c3cccn3c3ccccc32)c(C)c1	/	i
33	Cc1ccnc(NC(=O)CCN2C(=O)c3ccccc3S2(=O)=O)n1	/	?
34	O=C(Nc1ccc(S(=O)(=O)Nc2ncccn2)cc1)C(F)(F)F	/	?
35	O=C(CCS(=O)(=O)c1ccccc1)Nc1ccc(-c2nc3ccccc3s2)c(O)c1	/	?
36	CNCC(O)COc1cccc(OC)c1 (stereo not drawn)	/	?
37	C/C(=N\Nc1nc(C)cc(-c2ccccc2)n1)c1cccc(N)c1	-1	-18%
38	Cc1ccnc2nc(C(=O)Nc3nnc(-c4ccccc4)o3)nn12	-25	-23%
39	Cc1ccc(NC(=S)N2CCOCC2)c(C)c1	-13	-21%
40	CCc1ccc(C2=CSC3=NCCN23)cc1	10	16%
41	CN(Cc1ccccc1)C(=O)CN(C1CCCCC1)S(C)(=O)=O	-2	1%
42	Cc1cc(Cl)ccc1OCC(=O)Nc1nc(-c2cccs2)cs1	/	?
43	CSc1ccccc1NS(=O)(=O)c1ccccc1	/	?
44	O=C(N/N=C/c1cc(Br)cc([N+](=O)[O-])c1O)c1ccc(NC(=O)c2ccc(F)cc2)cc1	/	?
45	CCCCS(=O)CC(COC)OC(=O)c1ccccc1 (stereo not drawn)	/	?
46	CCCCN(C(=O)c1c(C)noc1C)c1c(N)n(CCC)c(=O)[nH]c1=O	/	?
47	Cc1nn(C)c(C)c1S(=O)(=O)N1CCCC(C(=O)NCCc2ccc(Cl)cc2)C1 (stereo not drawn)	/	i
48	COc1ccc(C)cc1NC(=O)c1nn(C)c(C(=O)Nc2cc(C)ccc2OC)c1[N+](=O)[O-]	/	?
49	O=C(c1ccccc1Cl)N(Cc1ccc(Cl)c(Cl)c1)N1C(=O)CCCC1=O	-1	2%
50	CC1(C)CC(=O)C2=C(C1)OC(N)=C(C#N)C2c1cccc(OC(=O)c2ccco2)c1 (stereo not drawn)	/	i
51	Cc1nc(CNC(=O)CC2C(=O)NCCN2Cc2cccc(Oc3ccccc3)c2)cs1 (stereo not drawn)	-4	-4%
52	O=C(NCC1CC1)Nc1ccccc1F	/	-2%
53	CCOC(=O)c1cc(C(=O)OCC)c(=O)[nH]c1N1CCCC1	/	?
54	O=C(CSc1nnc(CNC(=O)c2ccco2)o1)Nc1cccc(F)c1	26	i
55	CCCOc1ccc(C(O)C(CN2CCOCC2)c2ccccc2)cc1 (stereo not drawn)	-5	-13%
56	Cc1ccc(C)c(OCC(=O)Nc2ccc(S(=O)(=O)Nc3ccccn3)cc2)c1C	1	20%
57	CC(=O)Nc1ccc(NC(=O)CSc2ncnc3c2cnn3Cc2ccccc2)cc1	-9	-2%
58	O=C(c1ccccc1Br)N1CCN(c2ccc([N+](=O)[O-])c(N3CCOCC3)c2)CC1	/	?
59	NC(=O)CC(NC(=O)Cc1cccc2ccccc12)c1ccc(N2CCN(c3ccccc3)CC2)c([N+](=O)[O-])c1 (stereo not drawn)	/	?
60	C=C(C)COc1ccc(-c2[nH]ncc2-c2ccccc2)c(O)c1	/	?
61	CCc1ccccc1NC(=S)NCCSc1ccc(Cl)cc1	-19	0%
62	CC(=O)N/C(=C\c1ccccc1)C(=O)OC(C)C(=O)N(C)c1ccccc1 (stereo not drawn)	16	16%
63	CC(C)(C)c1nc2ccccc2c2nnc(SCC(=O)Nc3nccs3)n12	-17	4%
64	CCO[C@H]1OC(C(=O)N2CCN(C)CC2)=C[C@@H](c2ccc3c(c2)OCO3)[C@@H]1CCCO	4	16%
65	N#Cc1nc(-c2ccco2)oc1NCCCN1CCOCC1	/	?
66	Cc1ccccc1OCC(=O)N/N=C1\CC(=O)CC(C)(C)C1	/	?
67	Cc1ccc(S(=O)(=O)Nc2ccncc2)c(C)c1N(C)S(=O)(=O)c1ccc(F)cc1	/	?
68	NC(=O)c1nsc(C(=O)N(Cc2ccco2)C(C(=O)NCC2CCCO2)c2ccc(O)cc2)c1N (stereo not drawn)	/	?
69	COc1cc2nc(Cl)nc(N3CCCCC3)c2cc1OC	-2	-1%
70	CCC(C)c1ccc(NC(=O)C/C(C)=N/NC(=O)c2cnccn2)cc1 (stereo not drawn)	/	?
71	CCc1cc(=O)oc2c(C)c(O)c(CN(C)C)cc12	/	?
72	O=C(NNC1=NCCN1Cc1ccccc1)c1cccc(C(F)(F)F)c1	9	-4%

Three structures from above, sorted by heavy-atom count, rising:
item	canonical_smiles	S3 lipid droplet cell count max	S3 lipid droplet
71	CCc1cc(=O)oc2c(C)c(O)c(CN(C)C)cc12	/	?
72	O=C(NNC1=NCCN1Cc1ccccc1)c1cccc(C(F)(F)F)c1	9	-4%
68	NC(=O)c1nsc(C(=O)N(Cc2ccco2)C(C(=O)NCC2CCCO2)c2ccc(O)cc2)c1N (stereo not drawn)	/	?

Following part.
item	canonical_smiles	S3 lipid droplet cell count max	S3 lipid droplet
73	COc1cc(/C=N/S(=O)(=O)CCc2ccccc2)ccc1O	6	5%
74	CCNC(=S)N(CCN(C)C)Cc1cc2cc3c(cc2[nH]c1=O)OCO3	20	-1%
75	COc1ccc(-n2c(C)cc(C(=O)COc3ccc(-n4cnnn4)cc3)c2C)cc1	/	?
76	O=C(Nc1ccc([N+](=O)[O-])cn1)C1CC2CCC1C2 (stereo not drawn)	/	?
77	O=C1c2ccccc2C(=O)N1CCCCSc1nnc(-c2ccc(OC(F)F)cc2)o1	/	?
78	CCN(Cc1ccncc1)Cc1c(O)ccc2ccccc12	/	?
79	Cc1c(Cl)cccc1NC(=O)CCN1CCN(CCO)CC1	/	?
80	Clc1ccc(CN(Cc2ccccc2)C(c2cccs2)c2nnnn2C2CCCC2)cc1 (stereo not drawn)	/	?
81	Cc1cc(C(=O)N2CCC(CO)(Cc3cccc(C(F)(F)F)c3)CC2)n[nH]1	/	-17%
82	CCC(C)C(NC(=O)c1ccccc1NC(=O)c1ccccc1)C(=O)N1CCOCC1 (stereo not drawn)	/	?
83	O=C(NC1CC1)C1CCN(C2CCN(C(=O)c3ccc(C(F)(F)F)cc3)CC2)CC1	/	?
84	O=C(Nc1sc2c(c1C(=O)O)CCC2)c1ccc(F)cc1	/	?
85	NC(=O)c1c(NC(=O)c2ccncc2)sc2c1CCCC2	-16	-12%
86	CCCCc1nnc(NC(=O)COC)s1	/	?
87	O=C(CN1CCN(Cc2ccccc2F)C1=O)NCCc1ccc(Cl)cc1	/	?
88	COc1ccc(N2CCN(CCCNC(=O)CCCn3c(=O)[nH]c4ccsc4c3=O)CC2)cc1	-1	6%
89	CCOC(=O)C1(CC2CC2)CCN(C(=O)c2cccnc2C)CC1	26	7%
90	CSCc1ccc(C(=O)N2CCC(CCC(=O)N(C)Cc3ccccc3)CC2)o1	/	?
91	COc1ccc(S(=O)(=O)N2CCCCCC2)cc1C(=O)N(C)Cc1ccc(C)cc1	/	?
92	CN1CCN(C(=O)c2ccc(NS(=O)(=O)c3ccccc3)cc2)CC1	/	i
93	CCOCCCn1c(SCC(=O)NC(C)C)nc2ccccc2c1=O	/	?
94	O=C(CNC(=O)[C@@H]1Cc2ccccc2CN1)NC1CCCCC1	11	5%
95	O=C(NC(=S)NC1CCCCC1)c1ccc(F)cc1	/	?
96	O=C1/C(=C/c2ccccc2)CSc2sccc21	/	?

The final 2 records of the part before come first, to join the parts.
item	canonical_smiles	S3 lipid droplet cell count max	S3 lipid droplet
95	O=C(NC(=S)NC1CCCCC1)c1ccc(F)cc1	/	?
96	O=C1/C(=C/c2ccccc2)CSc2sccc21	/	?
97	O=C(Nc1ncnc2c1ncn2C1OC(COC(=O)c2ccccc2)C(F)C1O)c1ccccc1 (stereo not drawn)	/	?
98	O=C(NC(Cc1ccc(O)cc1)C(=O)O)/C(=C/c1ccccc1)NC(=O)c1ccccc1 (stereo not drawn)	/	-16%
99	Cc1cc(NC(=O)COc2ccc3oc4ccccc4c3c2)no1	-13	16%
100	COc1ccc(Nc2nnc(-c3ccc(O)cc3)c3ccccc23)cc1C(N)=O	-8	0%[9.22 µM]
101	O=[N+]([O-])c1ccccc1OCCCCN1CCCCC1	3	0%
102	Nc1nc2c(c(=O)[nH]1)C(c1cccc3ccccc13)C1=C(N2)c2ccccc2C1=O (stereo not drawn)	/	?
103	COc1cccc(/C=C/c2nc(S(=O)(=O)c3ccccc3)c(N(C)C)o2)c1	/	?
104	CCN(CC)S(=O)(=O)c1cccc(-c2nnc(SCCCC(=O)c3ccccc3)o2)c1	-7	16%
105	CC(/C=N/NC(=O)c1cc(-c2ccc3ccccc3c2)n[nH]1)=C\c1ccco1	2	10%
106	COc1ccc(OC)c(NC(=O)c2cccc(C)c2[N+](=O)[O-])c1	-22	6%
107	COc1cccc(Nc2ccc(C(=O)O)cc2[N+](=O)[O-])c1	5	16%
108	COc1ccc(C(=O)Nc2ccccc2N2CCCC2)cc1	18	11%
109	CCOC(=O)C1C(=O)OC(C)(C)C1C(C)C(=O)c1ccc(OC)cc1 (stereo not drawn)	2	i
110	CCOc1ccc(N(CC(=O)N/N=C/c2cc([N+](=O)[O-])ccc2Cl)S(C)(=O)=O)cc1	/	?
111	O=C(Cc1c(F)cccc1Cl)Nc1ccc(S(=O)(=O)NCC2CCCO2)cc1 (stereo not drawn)	-2	0%
112	Cc1ccn2c(C(=O)NNC(=O)Nc3ccc(Cl)cc3)c(C)nc2c1	-7	i
113	O=C(NCCc1nc2ccccc2[nH]1)c1ccc([N+](=O)[O-])cc1	5	5%
114	CCOC(=O)N1C(=O)[C@](CC)(c2ccccc2)N1C(=O)OCC	-7	i
115	CC(=O)N1CCc2cc(S(=O)(=O)NC(C(=O)NC(C)c3ccccc3)C(C)C)ccc21 (stereo not drawn)	/	?

Compound activity: PubChem, National Center for Advancing Translational Sciences (NCATS)

This is a subset; the hit share may differ from the screen's.
